# High-throughput results from PubChem.
# TRPM1 prom inh = inhibitors of MITF-driven TRPM1 promoter in melanoma cells | SK-MEL-5 TRPM1 promoter luciferase, 24 h | inhibition, % at 12.5 µM | hit rate 0.83% among 330,000 | AID 488899;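 active = mean inhibition across replicates of 60% or more, whatever share of single replicates reaches that level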; note: values of inactives mirror those of a sister screen read the other way
# Peg3 promoter = reduces Peg3 promoter-driven luciferase expression in HeLa. inhibition, % at 20 µM. HeLa PEG-Prom luciferase reporter, luminescence, overnight. hit rate 1.7% among 360,000. AID 588405;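 active = inhibition of at least 50% at 20 µM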
# NR2E3 ag-1 = human photoreceptor-specific nuclear receptor agonism; Q9Y5X4; AID 602229; hit rate 0.35% among 360,000; inhibition of corepressor binding, % at 3.98 µM; CHO-S Gal4-NCOR/VP16-NR2E3 two-hybrid, luciferase;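 active = inhibition above the mean of all tested compounds plus 3 SD, cut at about 70% in these data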;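 note: 0% = DMSO with NR2E3 transfected cells and 100% = cells lacking NR2E3 construct; higher means lower luciferase signal from less NR2E3 corepressor binding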
# Target sequence (Q9Y5X4 whole entry, looked up, the tested form may be a part): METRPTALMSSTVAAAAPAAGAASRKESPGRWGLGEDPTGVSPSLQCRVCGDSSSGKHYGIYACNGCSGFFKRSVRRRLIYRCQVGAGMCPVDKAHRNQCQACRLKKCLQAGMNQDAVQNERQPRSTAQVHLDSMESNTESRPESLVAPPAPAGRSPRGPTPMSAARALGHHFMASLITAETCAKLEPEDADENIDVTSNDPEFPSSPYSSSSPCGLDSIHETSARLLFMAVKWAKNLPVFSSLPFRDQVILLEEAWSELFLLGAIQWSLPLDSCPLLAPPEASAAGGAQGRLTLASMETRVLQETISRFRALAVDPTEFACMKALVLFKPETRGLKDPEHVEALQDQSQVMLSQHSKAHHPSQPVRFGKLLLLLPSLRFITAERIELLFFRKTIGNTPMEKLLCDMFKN
# TWEAK Fn14 block = inhibitors of TWEAK-Fn14 interaction signaling; TWEAK-stimulated Fn14 reporter cells, luciferase luminescence, 8 h; inhibition, % at 10 µM; AID 1159606; hit rate 2% among 360,000; in the data active = inhibition above about 50%
# KKLEB tox = CF airway cell cytotoxicity counter-screen | hit rate 0.36% among 360,000 | activity change (cytotoxicity), % at 5 µM | AID 602141 | KKLEB CF airway cells viability, ATPlite luminescence, overnight; active compounds read low; cells stimulated with P. aeruginosa culture filtrate;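 active = corrected activity change at or below -50% at 5 µM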
# NR2E3 ag-2 = agonists of human nuclear receptor NR2E3. Q9Y5X4. GST-NR2E3/biotin-RetCOR TR-FRET, 1536-well. hit rate 0.12% among 320,000. inhibition of corepressor binding, % at 4.78 µM. AID 2300;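 active = percent inhibition above the cutoff of mean plus 3 SD of all tested compounds, set per screening campaign, cut at about 20% in these data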;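 note: 0% = DMSO wells and 100% = biotin wells as full block of FRET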
#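 Format: 1536-well format; test system: GST-NR2E3 and biotin-RetCOR proteins; read-out basis: percent inhibition of TR-FRET ratio; timing: 5 h incubation at 4 °C; detection: time-resolved FRET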
# aDG glyco up = increases alpha dystroglycan glycosylation; Pro5-aDG cells, alpha-DG glycosylation AlphaScreen (IIH6); 0% Pro5, 100% B10-LARGE cell signal; activation, % at 10 µM; hit rate 0.22% among 360,000; AID 624168;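 active = activation of at least 8% versus controls, or a plate z-score of at least 8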;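 note: Pro5 are CHO cells carrying HIG-tagged alpha-DG that lacks glycosylation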
# Shn3 inh set2 = Schnurri-3 reporter inhibition in Clone20 osteoblasts | Clone20 osteoblast Shn3 3'UTR firefly luciferase, 24 h | inhibition, % at 12.5 µM | hit rate 0.52% among 360,000 | AID 588674;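 active = mean inhibition of at least 75% with every replicate also reaching 75%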;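 note: 0% = median of neutral control wells and 100% = pilot-screen positive control compound; some compounds past the cut are filed as inactive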
# CF NFkB inh = inhibitors of cystic fibrosis induced NF-kB | KKLEB NF-kB-GFP reporter, PAF-induced, GFP fluorescence overnight | inhibition, % at 5 µM | hit rate 0.86% among 360,000 | AID 588850;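 active = at least 50% inhibition at 5 µM, scaled per plate between neutral and stimulator controls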;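 note: PAF is a Pseudomonas aeruginosa culture filtrate used as stimulus; plate controls were PAF-stimulated DMSO wells for no effect and unstimulated DMSO wells for full effect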
# HIF-2a inh = blocks HIF-2a reporter activity. 786-0 RCC cells HIF-2a reporter, luciferase luminescence, overnight. inhibition, % at 18.8 µM. hit rate 0.72% among 360,000;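 active = inhibition of the luminescence signal of 40% or more relative to plate controls, in a single-dose primary screen at 18.75 µM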
# hiPSC survival = increases survival of single human iPS cells; hiPSC single-cell survival, ATPlite luminescence; 100% = ROCK inhibitor wells, 0% = DMSO; survival enhancement, % at 20 µM; hit rate 0.044% among 360,000; AID 602274; in the data active = survival enhancement above about 18%;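 note: cells exposed to compounds for 16 hours before the ATP read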
# * marks the source's active call; other numbers are inactive results; . = no result given.
SMILES,TRPM1 prom inh,Peg3 promoter,NR2E3 ag-1,TWEAK Fn14 block,KKLEB tox,NR2E3 ag-2,aDG glyco up,Shn3 inh set2,CF NFkB inh,HIF-2a inh,hiPSC survival
Cc1ccc(NC(=O)CSc2n[nH]c(-c3cccnc3)n2)c(Br)c1,16,-4,25,2,1,3,-0.1,2,-14,1,-0.5
COCCNC(=O)C(c1ccc(F)cc1)N(Cc1cccs1)C(=O)CCC(=O)Nc1ccccn1 (stereo not drawn),14,-3,-19,-18,10,7,0.0,10,-10,0,0.2
Cc1csc(=O)n1CC(=O)Nc1nc2ccccc2s1,12,-19,-36,15,3,9,-0.2,-28,1,-27,-0.1
CC(=O)Nc1ccc(S(=O)(=O)N(C)CC(=O)OCC(=O)c2cc(C)n(-c3ccc4c(c3)OCO4)c2C)cc1,4,19,-32,-17,3,-1,-0.3,7,-4,7,-2.6
CCOc1ccc(C(=O)NCCc2cnc[nH]2)cc1OCC,3,14,-16,-7,8,0,-0.2,17,-13,2,-0.5
O=C(Cc1cccs1)N(Cc1cccs1)C1(C(=O)NC2CCCC2)CCCCC1,7,28,-17,19,2,2,0.3,9,-3,6,-0.2
CC(=O)c1cccc(NC(=O)N2CCCC2C(=O)Nc2cccc(C)c2C)c1 (stereo not drawn),4,3,-2,6,2,1,-0.2,0,9,21,0.5
Cc1ccc(C(=O)CSc2nnc(-c3ccc4[nH]c(C)c(C)c4c3)o2)cc1C,-14,26,1,-26,-41,4,-0.3,-15,17,3,4.4
O=S(Cc1ccc(Br)cc1)Cc1nnc(SCc2ccc(Br)cc2)n1-c1ccccc1 (stereo not drawn),-2,33,8,47,-4,0,0.4,51,6,0,-0.3
CCc1nn(CC(=O)NCCCN2CCCC2=O)c(=O)c2cc3sccc3n12,-3,13,-6,14,-5,-5,0.3,2,3,9,0.2
CCOC(=O)Cc1ccc(NC(=O)c2ccc(C(C)(C)C)cc2)cc1,6,-45,38,25,-10,-3,0.2,77,8,90*,-5.1
COc1ccc(C/C(N)=N/OC(=O)Cc2ccccc2)cc1,5,-14,-27,-19,0,1,-0.2,-21,0,-19,-2.1
Cc1c(/C=N\NC(=O)c2ccc(F)cc2)cnn1C,2,-21,-6,-4,-15,-2,-0.1,-12,4,-11,-1.5
COC(=O)/C=C1/SC(=NC(=O)c2ccccc2)NC1=O,-11,-19,-37,6,-2,-1,0.1,3,15,-9,0.8
CCn1c(O)c(N=N)c2ccccc21,10,14,-6,7,-3,-5,-0.3,10,9,20,0.2
CCCCCN(C(=O)CCC(=O)OCC(=O)N(CC)C1CCCCC1)c1c(N)n(CCCC)c(=O)[nH]c1=O,2,-11,23,17,9,0,0.0,-48,2,-2,-0.2
Cc1ccc(N2C(=O)C3N=NN(CC(=O)N4N=C(c5ccccc5)CC4c4ccccc4)C3C2=O)cc1 (stereo not drawn),-1,16,-15,4,-10,0,-0.1,-1,2,-2,2.2
CCCC(=O)Nc1ccc(S(=O)(=O)N2CCOCC2)cc1,6,6,-17,9,4,-2,-0.4,-24,-6,-2,0.3
COc1ccc(NC(=O)c2cc(C)nc3ccccc23)cc1S(=O)(=O)Nc1ccccc1Cl,3,14,-9,12,-1,3,0.2,17,1,19,4.9
COc1ccc(/C=C/C2=Nc3ccccc3NC(C)(C)C2)cc1OC,-75,-125,-108,11,-9,1,0.0,-48,0,-180,-0.9
CCn1cc(CNC(=O)c2cccc([N+](=O)[O-])c2)c(C)n1,-5,5,-13,23,5,-1,0.0,0,-14,11,-1.8
COCCCN1C(=O)C(O)=C(C(=O)c2ccco2)C1c1cccc(Br)c1 (stereo not drawn),10,4,13,0,6,0,-0.1,24,-4,1,2.5
CCOc1ccc(C(C)=O)cc1N1C(=O)C2C3C=CC(O3)C2C1=O (stereo not drawn),-1,45,-23,8,-2,-2,-0.4,32,10,23,-0.6
O=C(NS(=O)(=O)c1ccc(NC(=O)C2CCCO2)cc1)c1ccccc1 (stereo not drawn),-7,3,-25,2,14,-2,3.5,-8,-12,-2,-1.1
Cc1occc1C(=O)N/N=C/c1c(O)ccc2ccccc12,39,-34,-99,13,-4,3,0.4,65,19,-150,-0.6
O=C(Nc1ccccc1C(=O)O)c1ccc(NC(=O)C2CC2)cc1,-1,20,-16,19,10,1,-0.1,10,0,-21,-0.3
O=[N+]([O-])c1cc(C(F)(F)F)cc([N+](=O)[O-])c1N1CCN(S(=O)(=O)c2ccccc2)CC1,10,8,-25,-6,-19,-3,-0.5,6,28,14,-0.4
CC(C)C(=O)NCCc1c[nH]c2ccccc12,-5,-9,10,-10,3,-1,0.0,-31,-1,8,-0.1
O=C1/C(=C\c2ccc([N+](=O)[O-])cc2)CCc2ccccc21,-18,-128,-30,86*,-50,-4,0.1,-40,3,-121,-4.1
CCCN(CC(=O)NC(=O)NCc1ccccc1)CC(=O)Nc1ccc(F)c(F)c1F,.,27,-19,-22,1,.,-0.1,-1,-6,0,0.7
CC(=O)c1c(C)[nH]c(C(=O)CSc2nnc(C3CCCCC3)n2N)c1C,12,24,-22,-3,-4,3,0.1,26,-2,19,-1.7
CC(C)(C)[C@H]1CCC(=O)N([C@H](CC#N)Cc2ccccc2)CC1,-11,8,-16,-8,8,3,0.0,2,-22,4,-1.2
COc1ccc(CCC(=O)c2ccc(OC)cc2)cc1,.,-40,-30,-38,11,-6,-0.1,-14,-24,-87,-0.5
COc1cc2c(cc1OC)C(c1ccccc1)N(Cc1ccc(S(=O)(=O)NC(=O)c3ccco3)cc1)CC2 (stereo not drawn),.,.,-18,4,.,.,-0.1,.,.,-10,0.4
O=C(Nc1ccc([N+](=O)[O-])cc1)Nc1cnccn1,-5,-13,-4,25,8,0,-0.4,19,30,-42,0.7
Cc1sc2nc(CSC(C)C(=O)N3CCOCC3)[nH]c(=O)c2c1C (stereo not drawn),7,8,8,-5,1,-2,0.0,-1,1,6,-0.6
CCCC(=O)N1CCN(c2nc3ccc(CC)cc3s2)CC1,-71,-269,-74,-22,15,0,1.3,-37,-38,-216,0.9
COC1=C(OC)c2ccccc2C(C(=O)O)N/C1=C(/C)Nc1ccncc1 (stereo not drawn),0,21,-19,25,2,-5,0.0,-16,3,15,2.0
CCN1C(=NCc2ccccc2)N[C@@H](c2ccccc2)[C@H](C(=O)OC)[C@H]1C,0,-10,13,6,-5,4,-0.3,-13,7,10,2.2
CCOC(=O)c1cnn(C)c1NC(=O)c1ccc(Cl)cc1Cl,10,5,1,14,1,0,0.1,-24,17,5,0.4
COC(=O)[C@]12CCCCC=C1N(Cc1ccc(Cl)cc1Cl)C(=O)[C@H](CC(=O)NCCCN1CCCC1=O)C2,.,.,-22,3,.,.,-0.2,.,.,1,2.6
COc1ccc2c(c1)CCc1sc(NC(=O)c3ccc(C)cc3)nc1-2,1,-26,-36,-21,3,0,-0.3,-3,5,-20,5.5
O=C1NC(=Nc2ccc3ccccc3c2)S/C1=C/c1ccco1,-16,-95,-56,21,7,-3,0.1,-33,-1,-193,-0.2
Cn1c(N)c(C(=O)COC(=O)/C=C/c2ccc(OC(F)F)cc2)c(=O)n(C)c1=O,-14,-10,-1,0,10,3,1.2,-7,-13,4,-1.5
O=C(NCc1ccccn1)C1CC(c2ccc(Cl)c(Cl)c2)=NO1 (stereo not drawn),11,14,42,9,-9,0,-0.1,19,17,-1,5.6
O=C(c1ccccc1)N1CCN=C1SCc1ccc([N+](=O)[O-])cc1,4,-12,-8,-18,1,3,-0.6,2,0,13,-1.0
COc1ccc(CCN2C(=O)NC(NS(=O)(=O)c3ccc(Cl)cc3)(C(F)(F)F)C2=O)cc1OC (stereo not drawn),4,3,-7,42,6,4,0.0,11,-7,16,-0.9
CCC(C)NC(=O)CCSc1ccc(C)cc1 (stereo not drawn),-4,9,-29,3,-5,0,-0.3,4,-6,-20,1.9
O=C(O)c1ccc(NC(=O)C2CC=CCC2C(=O)O)cc1 (stereo not drawn),-14,9,4,-1,4,3,0.9,-1,-10,9,0.6
C[C@@H]1CN([C@@H](C)CO)C(=O)c2cc(Br)cnc2O[C@@H]1CN(C)S(=O)(=O)c1ccc(F)cc1,.,-8,5,1,8,.,0.4,-10,4,14,-3.0
# More structures follow:
SMILES,TRPM1 prom inh,Peg3 promoter,NR2E3 ag-1,TWEAK Fn14 block,KKLEB tox,NR2E3 ag-2,aDG glyco up,Shn3 inh set2,CF NFkB inh,HIF-2a inh,hiPSC survival
COC(=O)c1scc(C)c1NS(=O)(=O)c1ccc(NC(C)=O)cc1,-51,12,-2,10,2,1,0.1,-4,-10,13,1.4
CC(=O)Nc1ccc(C(=O)NCC(c2ccco2)N(C)C)cc1 (stereo not drawn),1,11,-8,5,2,-1,-0.2,3,-4,10,-0.5
O=C(Nc1cccc(-c2ccc(N3CCCCC3)nn2)c1)c1ccco1,-30,-227,-77,42,-12,2,0.0,-83,-7,-138,-0.5
CC(=O)Nc1cc(C(=O)N2CCCC2)ccc1S(=O)(=O)c1ccc(C)cc1,14,12,-11,13,-3,1,-0.3,-5,-5,21,3.2
CCOC(=O)C1CCCN(Cc2ccc(OCc3ccccc3)c(OC)c2)C1 (stereo not drawn),-4,-37,-34,-4,-10,-1,0.2,46,-1,-11,0.9
O=C(COC(=O)c1ccccc1O)NCCCc1ccccc1,-4,2,1,7,6,-3,0.1,0,-5,13,1.1
C=C(C)Cn1c(N2CCCC2)nc2c1c(=O)[nH]c(=O)n2C,-2,-3,-23,3,1,1,-0.1,-1,13,15,0.0
Cc1cccc(NC(=O)c2cc(-c3cc(C)c(C)cc3O)n[nH]2)c1,-63,-232,-75,-23,1,0,-0.1,-54,1,-305,-0.3
CSc1nc(C)c(C(=O)C[n+]2ccccc2C)cc1C#N,6,7,15,-7,9,0,0.0,14,-4,-2,-0.3
Cc1cccc(C)c1C(O)c1ncc(-c2ccc(Cl)cc2)[nH]1 (stereo not drawn),.,6,-4,4,-4,.,0.3,25,19,6,-1.5
CCOC(=O)c1sc(NC(=S)NC(=O)C23CC4CC(CC(C4)C2)C3)cc1C,5,7,-1,23,17,1,-0.3,-1,-8,5,-1.0

# Not a retest: entries from further up.
SMILES,TRPM1 prom inh,Peg3 promoter,NR2E3 ag-1,TWEAK Fn14 block,KKLEB tox,NR2E3 ag-2,aDG glyco up,Shn3 inh set2,CF NFkB inh,HIF-2a inh,hiPSC survival
COC(=O)c1scc(C)c1NS(=O)(=O)c1ccc(NC(C)=O)cc1,-51,12,-2,10,2,1,0.1,-4,-10,13,1.4
CC(=O)Nc1ccc(C(=O)NCC(c2ccco2)N(C)C)cc1 (stereo not drawn),1,11,-8,5,2,-1,-0.2,3,-4,10,-0.5
